# Bioassay records: PubChem, National Center for Advancing Translational Sciences (NCATS)
# FUS yeast rescue = FUS proteinopathy suppression in yeast; S. cerevisiae FUS-expressing, growth rescue, OD600, 24 h; Potency, µM (series often up to 76.6 µM), for inactives: at the top dose growth rescue (activation), usual class: activators; hit rate 0.24% among 390,000;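 note: potency is the fitted concentration of half-maximal effect; plate controls were DMSO vehicle for no effect and reference control for full effect; nearly all actives have a fitted effect of over 55% in size; some results filed as inactive show a strong effect at the top dose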
#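 Galactose (2%) drives FUS expression in yeast precultured in raffinose; seeding density OD 0.005. Test compounds incubated 24hr at 30C and 99% humidity before absorbance at 600 nm was measured.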
# EPAC1 ag = agonists of human EPAC1. Potency, µM (series often up to 154 µM), inactives show at the highest dose activation, usual class: activators. EPAC1 agonist qHTS, biochemical assay; response scale: 100% = response to 6.5 mM cAMP. hit rate 0.073% among 360,000. AID 720707; note: potency is the fitted concentration of half-maximal effect; nearly all actives have a fitted effect of over 60% in size
#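 Fluorescent GDP-exchange assay: 100 nM EPAC1 with 250 nM Rap1B preloaded with BODIPY-GDP and 50 uM GDP; compounds tested as concentration series, 5 min at room temperature, then read every 5 min for 30 min (ex 480/em 540 nm); normalized to 6.5 mM cAMP.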
# PI5P4K alpha inh = PI5P4K alpha (human) kinase inhibition; PI5P4Kalpha enzyme, ADP-Glo luminescence, 60 min; stronger effect = lower value; hit rate 1.2% among 330,000; P48426; AID 652105; max response, %; active = max response of -50% or lower; inconclusive = between -30% and -50%; inactive = -30% or higher; note: value at the top dose of about 77 µM; % is set by controls: 0 for no effect and ±100 for the full control effect
# Target sequence (P48426 whole entry, looked up): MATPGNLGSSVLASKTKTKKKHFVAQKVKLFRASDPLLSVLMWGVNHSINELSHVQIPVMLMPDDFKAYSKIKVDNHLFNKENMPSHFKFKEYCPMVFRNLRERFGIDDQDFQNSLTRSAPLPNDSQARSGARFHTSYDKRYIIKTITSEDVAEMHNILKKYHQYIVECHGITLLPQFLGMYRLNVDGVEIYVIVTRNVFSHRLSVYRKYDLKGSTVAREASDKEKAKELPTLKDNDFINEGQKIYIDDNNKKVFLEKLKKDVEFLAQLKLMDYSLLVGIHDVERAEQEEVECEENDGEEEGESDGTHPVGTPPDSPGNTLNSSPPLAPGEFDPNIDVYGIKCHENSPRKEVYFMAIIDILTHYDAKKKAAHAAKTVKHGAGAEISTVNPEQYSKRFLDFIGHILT
#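 Human PI5P4Kalpha with substrate in 0.038 M HEPES pH 7.4, 0.28 mM EGTA, 0.1% CHAPS, 5% DMSO; reaction started with 5 microM ATP (final), 60 min at room temperature. ADP formed read by ADP-Glo luminescence.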
# EPAC1 antag = blocks human EPAC1 exchange factor; Potency, µM (highest dose often 115 µM), without a hit: at the top dose activity change, negative = inhibition, usual class: inhibitors; EPAC1 GEF assay, Rap1b-BODIPY-GDP exchange fluorescence; hit rate 0.14% among 360,000;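 note: potency is the fitted concentration of half-maximal effect; plate controls were vehicle for no effect and positive control for full effect; nearly all actives have a fitted effect of over 50% in size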
# IL-2 act = activators of IL-2; IL-2 activation reporter assay, cell-based qHTS; stimulated with anti-CD3/CD4/CD28 beads; in transgenic mouse T cells; activation, % (series mostly up to about 46 µM); hit rate 0.065% among 360,000; in the data active = activation above about 50%; inconclusive = mostly about 30% to 49%; note: 0% is about no effect
#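 EGFP and DsRed fluorescence is measured by plate cytometry in unstimulated transgenic mouse T cells exposed to compound for 60 minutes, then stimulated 18 hours at 37 degrees C with anti-CD3/anti-CD4 beads plus anti-CD28.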
# PLK1 PBD inh = PLK1 (human) polo-box domain binding inhibition; P53350; Potency, µM, inactives show max response, negative = inhibition, actives largely listed as inhibitors; hit rate 2.8% among 360,000; Plk1 PBD binding of FITC phosphopeptide, fluorescence polarization; note: potency is the fitted concentration of half-maximal effect; series mostly up to about 57 µM; % is set by controls: 0 for no effect and ±100 for the full control effect; nearly all actives have a fitted effect of over 65% in size
# Target sequence (P53350 whole entry, looked up, the tested form may be a part): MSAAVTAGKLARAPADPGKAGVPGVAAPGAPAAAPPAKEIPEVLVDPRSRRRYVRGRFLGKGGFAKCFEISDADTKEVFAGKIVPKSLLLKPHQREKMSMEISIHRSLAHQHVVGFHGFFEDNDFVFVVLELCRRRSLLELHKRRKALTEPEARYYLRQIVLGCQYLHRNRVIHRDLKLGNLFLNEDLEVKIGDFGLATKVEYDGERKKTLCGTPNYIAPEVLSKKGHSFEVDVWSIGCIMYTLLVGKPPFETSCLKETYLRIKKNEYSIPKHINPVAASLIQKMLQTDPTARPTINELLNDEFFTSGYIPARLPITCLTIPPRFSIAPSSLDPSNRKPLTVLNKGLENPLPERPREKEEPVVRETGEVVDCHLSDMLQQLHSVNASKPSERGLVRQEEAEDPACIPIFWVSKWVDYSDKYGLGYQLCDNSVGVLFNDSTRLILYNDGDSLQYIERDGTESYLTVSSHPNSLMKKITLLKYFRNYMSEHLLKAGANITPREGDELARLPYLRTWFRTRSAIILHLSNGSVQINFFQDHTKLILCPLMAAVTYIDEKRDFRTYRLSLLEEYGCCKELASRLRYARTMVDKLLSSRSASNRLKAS
# WRN inhibitor = WRN helicase (human) inhibition; Q14191; WRN helicase unwinding, fluorescent forked duplex, kinetic; Potency, µM (highest dose often 114 µM), inactives show top-dose activity change, negative = inhibition, most hits filed as inhibitors; hit rate 0.46% among 360,000; note: potency is the fitted concentration of half-maximal effect; % is set by controls: 0 for no effect and ±100 for the full control effect; nearly all actives have a fitted effect of over 55% in size
#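 Fluorescence dequenching readout, ex 525 nm/em 598 nm, kinetic mode: forked duplex DNA (100 nM final) with adjacent fluorophore and quencher unwound by WRN (20 nM final) with 2 mM ATP. Compound preincubation 15 min, room temperature.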
# Abeta rescue = A-beta toxicity reversal in yeast | yeast expressing A-beta42, growth rescue, OD600, 48 h; response scale: 0% DMSO, 100% iron-clioquinol control | Potency, µM (highest dose often 46.1 µM), for the others: at the top dose growth rescue, hits mostly activators | hit rate 0.063% among 410,000; note: potency is the fitted concentration of half-maximal effect; nearly all actives have a fitted effect of over 55% in size
#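 Growth rescue measured by 600 nm absorbance after 48 h yeast culture at 30 C with compound. Values normalized between DMSO and an equimolar ferric chloride plus clioquinol control.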
# Numbers without * were called inactive; ? = inconclusive; . = not tested or not shown; [ ] = remark or other dose. Unless noted, calls come from the whole dose curve; as a rule, active = well fitted curve in the direction sought with a large enough effect; inconclusive = small, poorly fitted or top-dose-only effect, or another doubt; inactive = no such curve, though single readings can be large; an effect the other way counts as inactive or inconclusive.
# Short keys – A = FUS yeast rescue; B = EPAC1 ag; C = PI5P4K alpha inh; D = EPAC1 antag; E = IL-2 act; F = PLK1 PBD inh; G = WRN inhibitor; H = Abeta rescue
> N#Cc1ccc(OCC(=O)Nc2ccccc2NS(=O)(=O)c2cccs2)cc1
  A: .; B: -6%; C: 3; D: 11%; E: -3.1; F: -12%; G: -12%; H: -1%

> CCOCCOC(=O)c1ccc(NC(=O)c2cc(OC)c(OC)c(OC)c2Br)cc1
  A: 19%; B: 2%; C: -4; D: 6%; E: 0.4; F: 4%; G: -30%[57.1 µM]; H: -3%

> CC(=O)NC(Cc1ccccc1)C(=O)N1CCN(C(=O)c2cccs2)CC1 (stereo not given)
  A: 17%; B: 2%; C: .; D: 6%; E: -3.1; F: -7%; G: -1%; H: -6%

> Cc1nc2c(C)cccn2c1/C(O)=C1\C(=O)C(=O)N(CCN(C)C)C1c1ccco1 (stereo not given)
  A: -12%; B: 4%; C: 2; D: 1%; E: -0.6; F: -5%; G: 9%; H: -1%

> CC(=O)C1=CCC(c2cccc3ccccc23)N(S(=O)(=O)c2ccc(C)cc2)C1 (stereo not given)
  A: -5%; B: 17%; C: 10; D: -3%; E: -0.9; F: -6%; G: -7%; H: 2%

> CCN(CC)C(=O)COc1ccc(/C=N/NC(=O)c2cc(-c3ccccc3OC)nc3ccccc23)cc1OC
  A: ?; B: 6%; C: 3; D: 19%; E: -3.2; F: -13%; G: -3%; H: -5%

> COc1ccc(C2Nc3ccccc3C(=O)N2NS(=O)(=O)c2ccccc2)cc1 (stereo not given)
  A: 12%; B: -1%; C: 4; D: -5%; E: -0.5; F: -21%; G: -1%; H: 2%

> CC1=C(C(=O)c2ccccc2)C(c2ccc(OC(F)F)cc2)NC(=S)N1 (stereo not given)
  A: 19%; B: 14%; C: ?; D: -29%; E: -4.4; F: 24µM*; G: 0%; H: 15%

> O=C(Nc1ccccc1)c1ccc(OC(=O)c2cc3ccccc3o2)cc1
  A: -3%; B: 8%; C: .; D: -5%; E: 3.9; F: -3%; G: -3%; H: 4%

> CC(C)N1CCc2c(sc(NC(=O)c3ccc(S(=O)(=O)N4CCc5ccccc54)cc3)c2C(N)=O)C1
  A: ?; B: -12%; C: ?; D: ?; E: -0.2; F: 8%; G: 6%; H: 2%

> CC(=O)Nc1cncc(-c2cccc(C(=O)N3CCOCC3)c2)n1
  A: -8%; B: -8%; C: -5; D: 32%; E: -0.4; F: -8%; G: -8%; H: -14%

> CCOC(=O)[C@]12CCCC=C1N(Cc1ccccc1)C(=O)[C@H](CC(=O)N1CCCC1)C2
  A: 10%; B: -5%; C: 0; D: 2%; E: 0.6; F: -14%; G: 2%; H: -13%

> O=[N+]([O-])c1ccc(N/N=C2/CCCCC2c2ccccn2)cc1 (stereo not given)
  A: 16%; B: -16%; C: 1; D: ?; E: -1.2; F: -20%; G: 2%; H: -19%

> Cc1ccc(C23CC4CC(CC(C(=O)NC(C)C(N)=O)(C4)C2)C3)cc1 (stereo not given)
  A: -25%; B: -14%; C: 21; D: 13%; E: -0.8; F: 7%; G: 8%; H: -10%

> CCCCOc1ccc(Cl)cc1CSc1nnc(CC)n1N
  A: 9%; B: 9%; C: .; D: -14%; E: 0.8; F: -7%; G: -12%; H: 0%

> CCCCC(CC)C(=O)NCc1ccc(F)cc1 (stereo not given)
  A: .; B: -8%; C: 9; D: -14%; E: -0.2; F: 2%; G: 0%; H: ?

> CCn1c(SCC(=O)Nc2ccc(OC)cc2)nc2nc3c(cc2c1=O)CCCC3
  A: ?; B: 9%; C: 9; D: -8%; E: 0.6; F: 6%; G: -5%; H: -3%

> CCN1CCN(C(=O)/C=C/c2c(F)cccc2Cl)CC1
  A: .; B: 0%; C: 6; D: -1%; E: -0.1; F: -7%; G: 8%; H: 25%

> COc1cncc(-c2cnc3sc(NCCc4ccccn4)nn23)c1
  A: -14%; B: 3%; C: -6; D: -23%; E: -0.9; F: -12%; G: -5%[57.1 µM]; H: -10%

> COCCOC(=O)C1=C(C)NC(=O)NC1c1c(F)cccc1Cl (stereo not given)
  A: -15%; B: 11%; C: .; D: -1%; E: 0.8; F: -5%; G: -8%; H: 0%

> CC(=O)c1ccc(Nc2nc(-c3sc(C)nc3C)cs2)cc1
  A: -22%; B: 7%; C: -22; D: -18%; E: -2.5; F: -6%; G: -20%; H: -9%

> O=C(Nc1ccc(Cl)c(S(=O)(=O)N2CCOCC2)c1)C1CCCC1
  A: -1%; B: 6%; C: 2; D: -11%; E: 1.7; F: -6%; G: -6%; H: -11%

> CCOC(=O)Nc1cc2c(C)cc(=O)oc2cc1C
  A: .; B: -2%; C: -1; D: -19%; E: -0.5; F: -2%; G: -11%; H: -10%

> COc1ccc(/C=C(\C#N)C(=O)OCC(=O)NCc2ccccc2OC)cc1
  A: -2%; B: 3%; C: -22; D: -2%; E: -1.9; F: -5%; G: -7%; H: 13%

> O=C(NCc1ccco1)NC(=O)c1csc([N+](=O)[O-])c1
  A: 13%; B: 5%; C: 5; D: -21%; E: -0.2; F: -6%; G: -11%; H: 11%

> CC(C(=O)N1CCOCC1)(c1ccccc1)c1ccccc1
  A: 5%; B: 5%; C: .; D: -6%; E: -1.3; F: -2%; G: 6%; H: 15%

> COc1cccc(NC(=O)N2CCC(n3nnc4ccccc43)CC2)c1
  A: 7%; B: -3%; C: -6; D: 5%; E: -3.5; F: 7%; G: 2%; H: 0%

> COCCNC(=O)C1CC(c2cccc(OC)c2)=NO1 (stereo not given)
  A: .; B: -2%; C: -5; D: 5%; E: 0.2; F: 2%; G: 6%; H: 19%

> CCC(C(=O)NCCCN1CCCCCC1)n1nc(C)c2sc3ccccc3c2c1=O (stereo not given)
  A: 22%; B: -5%; C: -2; D: 21%; E: 0.7; F: -6%; G: 1%; H: -16%

> COc1ccc(-c2nnc(SCCOc3cccc(C)c3)n2N)cc1
  A: -5%; B: 9%; C: -5; D: -18%; E: -1.1; F: -21%; G: -10%; H: -3%

> O=C(COC(=O)c1cc(Br)ccc1Cl)NC(=O)NCc1ccccc1
  A: -22%; B: 2%; C: 1; D: 3%; E: -1.9; F: 0%; G: 5%; H: -14%

> CC(OC(=O)c1ccccc1NCCO)C(=O)NCC(=O)Nc1ccc(F)c(F)c1F (stereo not given)
  A: .; B: -10%; C: 3; D: -28%; E: -3.7; F: 0%; G: -35%; H: -6%

> COc1ccccc1C(=O)C1CCCN(C(=O)c2ccc(Cl)cc2)C1 (stereo not given)
  A: 24%; B: -9%; C: 1; D: 6%; E: -3.6; F: 6%; G: 1%; H: -34%

> COCCn1c(SCC(=O)N2CC(=O)Nc3ccccc32)nc2ccccc21
  A: -3%; B: 4%; C: -9; D: -2%; E: -1.4; F: -7%; G: 2%; H: 0%

> O=C(OCN1C(=O)c2ccccc2C1=O)c1ccc(Cl)nc1
  A: -3%; B: 5%; C: 1; D: -10%; E: -0.8; F: 0%; G: -32%; H: -14%

> COc1ccc(NC(=O)C2(C)CCN2C(=O)Cc2ccccc2)cc1OC (stereo not given)
  A: -6%; B: -4%; C: -4; D: 11%; E: 0.3; F: 1%; G: -3%; H: 7%

> Cc1ccc(CC(SCc2ccccc2)C(=O)O)cc1C (stereo not given)
  A: -1%; B: 4%; C: -6; D: 0%; E: -0.7; F: -7%; G: 4%; H: 11%

> COc1ccc(OCC(=O)NNC(=O)C2CCN(c3ncnc4sc(C)c(C)c34)CC2)cc1
  A: 12%; B: -6%; C: 1; D: 10%; E: 0.7; F: -2%; G: -6%; H: 14%

> CCOC(=O)N1CCN(C(=O)c2ccc3nc4ccsc4c(=O)n3c2)CC1
  A: -16%; B: 3%; C: -11; D: ?; E: -1.3; F: -9%; G: 4%; H: -13%

> Oc1ccc(CCc2ccccn2)cc1
  A: -30%; B: 10%; C: 1; D: 10%; E: 0.8; F: -9%; G: -5%; H: 1%

> Cc1ccc(-c2cc(C(=O)NCCCn3ccnc3)c3cc(Br)ccc3n2)o1
  A: ?; B: 2%; C: -26; D: -13%; E: -2.4; F: 24µM*; G: ?; H: 2%

> COc1ccccc1-n1c(CNC(=O)c2cccc([N+](=O)[O-])c2C)n[nH]c1=S
  A: ?; B: 2%; C: -5; D: -4%; E: -0.4; F: 3%; G: -4%; H: 15%

> Cc1ccc(S(=O)(=O)N(C)C)cc1NC(=S)Nc1cccc2ccccc12
  A: 25%; B: -9%; C: 2; D: -9%; E: -1.6; F: 15µM*; G: 12%; H: ?

> COc1ccccc1/C=N/N1CCN(c2ccc(Cl)cc2)CC1
  A: -3%; B: 1%; C: 8; D: -13%; E: 0.1; F: -4%; G: 6%; H: -16%

# Part of the list above, in CSV form:
Molecule,FUS yeast rescue,EPAC1 ag,PI5P4K alpha inh,EPAC1 antag,IL-2 act,PLK1 PBD inh,WRN inhibitor,Abeta rescue
CC(C(=O)N1CCOCC1)(c1ccccc1)c1ccccc1,5%,5%,.,-6%,-1.3,-2%,6%,15%
COc1cccc(NC(=O)N2CCC(n3nnc4ccccc43)CC2)c1,7%,-3%,-6,5%,-3.5,7%,2%,0%
COCCNC(=O)C1CC(c2cccc(OC)c2)=NO1 (stereo not given),.,-2%,-5,5%,0.2,2%,6%,19%
CCC(C(=O)NCCCN1CCCCCC1)n1nc(C)c2sc3ccccc3c2c1=O (stereo not given),22%,-5%,-2,21%,0.7,-6%,1%,-16%
COc1ccc(-c2nnc(SCCOc3cccc(C)c3)n2N)cc1,-5%,9%,-5,-18%,-1.1,-21%,-10%,-3%
O=C(COC(=O)c1cc(Br)ccc1Cl)NC(=O)NCc1ccccc1,-22%,2%,1,3%,-1.9,0%,5%,-14%
CC(OC(=O)c1ccccc1NCCO)C(=O)NCC(=O)Nc1ccc(F)c(F)c1F (stereo not given),.,-10%,3,-28%,-3.7,0%,-35%,-6%
COc1ccccc1C(=O)C1CCCN(C(=O)c2ccc(Cl)cc2)C1 (stereo not given),24%,-9%,1,6%,-3.6,6%,1%,-34%
